All columns: NCI-60 one-dose screen, growth in % after 48 h at 10 µM unless noted; 100 = growth as untreated, 0 = no growth, -100 = all killed.
NCI-H23 = NCI-H23 lung cancer | actives 4% (n = 80,000) | AID 1794731
NCI-H460 = NCI-H460 lung cancer | actives 6.8% (n = 82,000) | AID 1794736
OVCAR-8 = OVCAR-8 ovarian cancer; actives 4.4% (n = 81,000); AID 1794782
NCI-H522 = NCI-H522 lung cancer; actives 8% (n = 78,000); AID 1794739
OVCAR-3 = OVCAR-3 ovarian cancer. AID 1794787. actives 7% (n = 79,000)
NCI/ADR-RES = NCI/ADR-RES ovarian cells. AID 1794790. actives 4.4% (n = 81,000)
OVCAR-5 = OVCAR-5 ovarian cancer. actives 2.9% (n = 82,000). AID 1794783
NCI-H322M = NCI-H322M lung cancer; actives 2.7% (n = 80,000)
NCI-H226 = NCI-H226 lung cancer | AID 1794732 | actives 3.5% (n = 79,000)
* = called active by the depositor; . = not tested or not shown; & = joins results of further samples. The calls were made as follows: active = growth percent below 10; inactive = the rest. The order is random, and some 11% of all compounds hit somewhere here.

[1] COc1cc(C)c(Br)cc1Br
[2] CCOC(=O)C1=C(C)NC(C)=C(C(=O)OCCOC)C1c1cccc(C#N)c1 (centres undefined)
[3] CC(C)(C)n1cc(-c2ccnc(NCCCNS(=O)(=O)c3cccc(F)c3)n2)c(-c2ccc(Cl)c(O)c2)n1
[4] COc1ccc(OC)c([N+](=O)[O-])c1
[5] Nc1c(C(=O)Nc2ccccc2)sc2nc(-c3cnccn3)cc(-c3cccs3)c12
[6] C=C(C)[C@@H]1CC[C@]2(C(=O)n3ccnc3)CC[C@]3(C)[C@H](CC[C@@H]4[C@@]5(C)Cc6c([nH]c7ccccc67)C(C)(C)[C@@H]5CC[C@]43C)[C@@H]12
Screen / compound no. | 1 | 2 | 3 | 4 | 5 | 6
NCI-H23 | 109 | 104 | 100 | 102 | . | 80
NCI-H460 | 107 | 101 | 94 | 109 | 103 | 80
OVCAR-8 | 106 | 98 | 118 | 107 | 103 | 90
NCI-H522 | 120 | 90 | 90 | 108 | 102 | 68
OVCAR-3 | 119 | 109 | 109 | 118 | 113 | 84
NCI/ADR-RES | 106 | 96 | 101 | 99 | 108 | 95
OVCAR-5 | 93 | 105 | 109 | 108 | 108 | 100
NCI-H322M | 124 | 101 | 91 | 108 | 100 | 97
NCI-H226 | 102 | 105 | 107 | 106 | 109 | 77

Next part, overlapping the part above by two compounds.
[5] Nc1c(C(=O)Nc2ccccc2)sc2nc(-c3cnccn3)cc(-c3cccs3)c12
[6] C=C(C)[C@@H]1CC[C@]2(C(=O)n3ccnc3)CC[C@]3(C)[C@H](CC[C@@H]4[C@@]5(C)Cc6c([nH]c7ccccc67)C(C)(C)[C@@H]5CC[C@]43C)[C@@H]12
[7] O=C(Nc1nc(-c2ccc(Cl)cc2)cs1)c1cc(O)c(O)c(O)c1
[8] COc1cc2oc(-c3cccc(NC(=O)[C@H](CCC(N)=O)NC(=O)OC(C)(C)C)c3)cc(=O)c2c(OC)c1OC
[9] O=C(CSc1nc2sc3c(c2c(=O)n1-c1ccc(Cl)cc1)CCCC3)Nc1nc(-c2ccccc2)cs1
[10] COc1ccc(N=Nc2ccc(N)nc2N)cc1
[11] O=C1OC(=O)c2c(Br)c(Br)c(Br)c(Br)c21
[12] CC(C)CCN(CCCNc1c2c(nc3cc(Cl)ccc13)CCCC2)CCC(C)C
Screen / compound no. | 5 | 6 | 7 | 8 | 9 | 10 | 11 | 12
NCI-H23 | . | 80 | 42 | 102 | 95 | 100 | 97 | 62
NCI-H460 | 103 | 80 | 10 | 112 | 102 | 103 | 96 | 56
OVCAR-8 | 103 | 90 | 16 | 104 | 102 | 102 | 112 | 79
NCI-H522 | 102 | 68 | -35* | 99 | 94 | 80 | 94 | 82
OVCAR-3 | 113 | 84 | 40 | . | 116 | . | 114 | 82
NCI/ADR-RES | 108 | 95 | 14 | 106 | 102 | 100 | 97 | 74
OVCAR-5 | 108 | 100 | 63 | 101 | 100 | 107 | 104 | .
NCI-H322M | 100 | 97 | 61 | 91 | 98 | 104 | 98 | 75
NCI-H226 | 109 | 77 | 75 | 96 | 101 | 98 | 92 | 54

[13] CCCCCCOC(=O)N1CCCCC1CCC (centres undefined)
[14] Cc1cc2[nH]c(=O)[nH]c2cc1C
[15] CCC(=O)OC1CCCCC1
[16] CC1(C)CC[C@]23CC[C@]4(C)[C@H](CC[C@@H]5[C@@]6(C)CC(=O)CC(C)(C)[C@@H]6CC[C@]54C)[C@H]2[C@H]1OC3
[17] COc1ccc(/C(C)=N/N=C2C(=O)N(C)c3ccccc32)cc1S(N)(=O)=O
[18] O=C(/C=C/C(=O)Oc1ccccc1Cl)Oc1ccccc1Cl
Screen / compound no. | 13 | 14 | 15 | 16 | 17 | 18
NCI-H23 | 193 | 102 | 104 | 93 | 100 | 100
NCI-H460 | 105 | 102 | 103 | 106 | 108 | 107
OVCAR-8 | 70 | 114 | 104 | 100 | 97 | 90
NCI-H522 | 82 | . | 106 | 83 | 92 | 60
OVCAR-3 | 113 | 111 | 107 | 115 | 113 | 106
NCI/ADR-RES | 217 | 98 | 114 | 101 | 98 | 105
OVCAR-5 | . | 104 | 102 | 101 | 85 | 97
NCI-H322M | 104 | 96 | 111 | 99 | 97 | 99
NCI-H226 | 99 | 96 | 93 | 97 | 90 | 97

Some of these compounds in order of formula weight, rising:
[14] Cc1cc2[nH]c(=O)[nH]c2cc1C
[13] CCCCCCOC(=O)N1CCCCC1CCC (centres undefined)
[12] CC(C)CCN(CCCNc1c2c(nc3cc(Cl)ccc13)CCCC2)CCC(C)C
[16] CC1(C)CC[C@]23CC[C@]4(C)[C@H](CC[C@@H]5[C@@]6(C)CC(=O)CC(C)(C)[C@@H]6CC[C@]54C)[C@H]2[C@H]1OC3
Screen / compound no. | 14 | 13 | 12 | 16
NCI-H23 | 102 | 193 | 62 | 93
NCI-H460 | 102 | 105 | 56 | 106
OVCAR-8 | 114 | 70 | 79 | 100
NCI-H522 | . | 82 | 82 | 83
OVCAR-3 | 111 | 113 | 82 | 115
NCI/ADR-RES | 98 | 217 | 74 | 101
OVCAR-5 | 104 | . | . | 101
NCI-H322M | 96 | 104 | 75 | 99
NCI-H226 | 96 | 99 | 54 | 97

More records
[19] COc1cc(/C=N/c2n[nH]c(Nc3ccccc3)n2)cc(OC)c1OC
[20] O=S(=O)(O)c1cccc2cc(Nc3ccccc3)cc(Nc3ccccc3)c12
[21] Nc1c(C(=O)Nc2ccccc2Cl)sc2nc3c(cc12)CCCCCCCC3
[22] C#C[C@]1(O)CC[C@H]2[C@@H]3CC=C4c5nc(Nc6ccc(OC)cc6OC)sc5CC[C@]4(C)[C@H]3CC[C@@]21C
[23] O=c1oc2cc(O)ccc2s1
[24] COc1ccc(Cl)cc1NN
Screen / compound no. | 19 | 20 | 21 | 22 | 23 | 24
NCI-H23 | 93 | 91 | 93 | 35 | 90 | 92
NCI-H460 | 108 | 110 | 100 | 12 | 118 | 100
OVCAR-8 | 104 | 103 | 92 | 59 | 101 | 90
NCI-H522 | 89 | 105 | 68 | 23 | 86 | 82
OVCAR-3 | 117 | 98 | 97 | 26 | 123 | 103
NCI/ADR-RES | 99 | 98 | 93 | 50 | 110 | 84
OVCAR-5 | 105 | 96 | 97 | 52 | . | 89
NCI-H322M | 102 | 123 | 96 | 37 | 103 | 85
NCI-H226 | 99 | 96 | 89 | 24 | 109 | 86

[25] Cc1cc(N=C2NC(=O)CS2)n[nH]1
[26] COC(=O)CC[C@@H]1O[C@@H](c2cc(OC)c(OC)c(OC)c2)[C@H](I)[C@H]1O
[27] C=CCn1cc(-c2nc3ccccc3s2)c2cc(-c3ccc4c5c(cccc35)C(=O)N(CCCC)C4=O)ccc21
[28] CCOC(=O)c1sc(-c2ccc(OS(=O)(=O)c3ccc(C(C)(C)C)cc3)c(C=O)c2)nc1C
[29] O=C(O)c1ccc(Cn2cnc3c(=S)nc[nH]c32)cc1
[30] CCCCCCCCCCCCCCCCCCNC(=S)N/N=C/c1c(O)ccc2ccccc12
Screen / compound no. | 25 | 26 | 27 | 28 | 29 | 30
NCI-H23 | 110 | 95 | 89 | 33 | 105 | 98
NCI-H460 | 113 | 104 | 102 | 42 | 111 | 102
OVCAR-8 | 106 | 102 | 102 | 38 | 107 | 102
NCI-H522 | 103 | 91 | 92 | 22 | 89 | 96
OVCAR-3 | 105 | 104 | 102 | 30 | 122 | .
NCI/ADR-RES | 111 | 96 | 101 | 32 | 106 | 102
OVCAR-5 | 100 | 104 | 102 | 64 | 104 | 96
NCI-H322M | 96 | 91 | 102 | 94 | 113 | 93
NCI-H226 | 132 | 90 | 94 | 48 | 108 | 95

[31] COc1ccccc1NCc1cccn1Cc1cccc2ccccc12
[32] CCOC(=O)COc1ccc(/C=C(\C)[N+](=O)[O-])c2ccccc12
[33] O=C1CCCCc2cc(O)c(O)cc21
[34] Cc1ccc(/C(=N\c2sc(-c3ccccc3)nc2-c2ccccc2)N(C)C2CCCCC2)cc1
[35] CCCCCCCCCCCCCCCCCCNC(=O)[C@H]1CSC(c2ccc(OC)c(F)c2)N1 (some centres undefined)
[36] O=C(O)c1ccc(-n2cc(/C=N/Nc3ccc(F)c(Cl)c3)c(-c3cc(C(F)(F)F)cc(C(F)(F)F)c3)n2)cc1
Screen / compound no. | 31 | 32 | 33 | 34 | 35 | 36
NCI-H23 | 92 | 91 | 98 | 98 | 37 | 74
NCI-H460 | 106 | 107 | 106 | 105 | -68* | 66
OVCAR-8 | 100 | 102 | 95 | 105 | -23* | 70
NCI-H522 | 88 | 74 | 60 | 102 | 57 | 77
OVCAR-3 | 110 | 98 | 96 | 105 | -3.5* | 74
NCI/ADR-RES | 95 | 93 | 109 | 110 | -37* | 63
OVCAR-5 | 99 | 100 | 98 | 103 | -13* | 89
NCI-H322M | 97 | 111 | 85 | 100 | 38 | 85
NCI-H226 | 93 | 98 | 102 | 103 | -68* | 96

[37] O=C1C(Cl)C(c2ccc([N+](=O)[O-])cc2)N1n1cnnc1 (centres undefined)
[38] CCCCNC(C)(C)C(SSSC(c1ccco1)C(C)(C)NCCCC)c1ccco1 (centres undefined)
[39] COC(C(=O)O)c1ccccc1 (centres undefined)
[40] COC(=O)/C=C/N1CCCC1
[41] CN1C(=O)NC(=C(Cl)Cl)/C1=N/S(=O)(=O)N1CCOCC1
[42] Cc1cc(O)c(C(C)C)cc1NC1=CC(=O)c2ccccc2C1=O
Screen / compound no. | 37 | 38 | 39 | 40 | 41 | 42
NCI-H23 | 96 | 104 | 102 | 93 | 103 | 56
NCI-H460 | 96 | 105 | 117 | 100 | 105 | 85
OVCAR-8 | 93 | 97 | 106 | 98 | 102 | 76
NCI-H522 | 90 | . | . | 86 | 89 | 34
OVCAR-3 | 99 | 101 | 107 | 107 | 114 | .
NCI/ADR-RES | 95 | 100 | 108 | 115 | 104 | 82
OVCAR-5 | 86 | 108 | 100 | 106 | 107 | 108
NCI-H322M | 89 | 85 | 135 | 102 | 114 | 98
NCI-H226 | 95 | 95 | 119 | 90 | 106 | 86

[43] Nc1ccc(Oc2ccc(N)c([N+](=O)[O-])c2)cc1[N+](=O)[O-]
[44] COCC1(c2nc3ccc(Cl)cc3c(-c3ccccc3)c2-c2nn[nH]n2)CCCC1
[45] Cc1[c-]onc1C.Cc1[c-]onc1C.[Ag].[Ag].[NH-]S(=O)(=O)c1ccc(N=Nc2cc(N=Nc3ccc(S([NH-])(=O)=O)cc3)c3c(NC(=O)C(Cl)Cl)cccc3c2OC(=O)C(Cl)Cl)cc1
[46] CS(=O)(=O)Nc1ccc(C(=O)N=Nc2c(O)[nH]c3ccc(Br)cc23)cc1
[47] O=C(O)/C=C/C=C/c1ccccc1
[48] O=C1CC(c2cccc(-c3cccnc3)c2)=Nc2ccc(Br)cc2N1
Screen / compound no. | 43 | 44 | 45 | 46 | 47 | 48
NCI-H23 | 91 | 102 | 95 | 98 | 100&104 | 44
NCI-H460 | . | 106 | 57 | 110 | 112&107 | 24
OVCAR-8 | 96 | 102 | 69 | 105 | 109&102 | 17
NCI-H522 | 100 | 100 | -86* | 92 | 106&95 | 22
OVCAR-3 | 103 | 108 | 60 | 109 | 99&124 | 45
NCI/ADR-RES | 97 | 98 | 97 | 103 | 102&111 | 19
OVCAR-5 | 96 | 107 | 125 | 110 | 97&103 | 91
NCI-H322M | . | 100 | 96 | 102 | 107&104 | 67
NCI-H226 | 92 | . | 95 | 108 | 100&99 | 28

[49] C=CCn1c(SCC(=O)Nc2ccc(Cl)cc2)nnc1-c1cc(-c2ccc(Cl)cc2)nc2ccccc12
[50] O=c1oc(-c2csc(-c3cccs3)n2)cc2ccccc12
[51] COc1c(N2CC3CCCNC3C2)c(F)cc2c(=O)c(C(=O)N/N=C/c3c[nH]c4ccccc34)cn(C3CC3)c12 (centres undefined)
[52] COc1cc2c(c(OC)c1OC)C(=O)CC(c1cccc(NC(=O)c3cccc(NC(=O)[C@H](C)NC(=O)OC(C)(C)C)c3)c1)O2 (some centres undefined)
[53] NC(=S)N/N=C/c1ccncc1
[54] NCCCNCCNCCCN
Screen / compound no. | 49 | 50 | 51 | 52 | 53 | 54
NCI-H23 | 88 | 92 | 102 | 70 | 99 | 101
NCI-H460 | 109 | 96 | 107 | 76 | 104 | 108
OVCAR-8 | 101 | 98 | 99 | 28 | 107 | 105
NCI-H522 | 95 | 93 | 107 | 21 | 76 | 87
OVCAR-3 | 105 | 111 | 103 | 53 | 79 | 106
NCI/ADR-RES | 92 | 94 | 104 | 80 | 107 | 101
OVCAR-5 | 106 | 130 | 116 | 123 | 105 | 110
NCI-H322M | 94 | 103 | 105 | 105 | 95 | 91
NCI-H226 | 97 | 100 | 107 | 53 | 98 | 100

[55] CC1=NN(c2cccc(Cl)c2)C(=O)/C1=C\c1ccc[nH]1
[56] Cc1cccc(-c2nc(Nc3ccccc3C(=O)O)c3ccccc3n2)c1
[57] Nc1[nH]c(=S)ncc1-c1ccc(Cl)c(Cl)c1
[58] Cc1cc(S(=O)(=O)Cl)c(Cl)cc1Cl
[59] O=S(=O)(CCO)CCO
[60] CN(C)CCN1C(=O)c2cccc3cccc(c23)C1=O
Screen / compound no. | 55 | 56 | 57 | 58 | 59 | 60
NCI-H23 | 95 | 21 | 96 | . | 106&106 | 78
NCI-H460 | 95 | 19 | 115 | 107 | 105&101 | 19
OVCAR-8 | 102 | 60 | 100 | 101 | 101&95 | 48
NCI-H522 | 102 | 60 | 102 | 104 | . | 34
OVCAR-3 | 93 | 34 | 120 | 108 | 117&111 | 95
NCI/ADR-RES | 102 | 25 | 108 | 111 | 107&105 | 73
OVCAR-5 | 106 | 77 | 106 | 100 | 98&95 | 69
NCI-H322M | 93 | 49 | 119 | . | 92&101 | 75
NCI-H226 | 86 | 36 | 106 | 99 | 103&105 | 63

Screening results deposited in PubChem BioAssay by NCI.
